UBC9 SUMO inh = inhibitors of human SUMOylation (UBC9); HTRF SUMOylation assay, SAE1/SAE2 + UBC9, in vitro; inhibition, % at 35 µM; 0.36% of 290,000 active; in the data active = inhibition above about 50%, passing the limit was not always enough; also: strong numbers were not always called active
IDE cell activ = activators of human insulin-degrading enzyme in cells. HEK cells, FAbeta-B cleavage, fluorescence polarization; 0% vehicle, 100% cell-free pure enzyme wells. P14735. 0.073% of 340,000 active. activation, % at 5.96 µM;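 active = activation above the mean of all tested compounds plus 3 SD, set per screening campaign, cut at about 17% in these data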
NS3 helicase inh = inhibitors of Hepatitis C virus NS3 helicase | NS3 helicase DNA unwinding, Cy5 molecular beacon fluorescence | inhibition, % at 10.9 µM | 0.56% of 290,000 active | AID 1800;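 active = inhibition above the mean of all tested compounds plus 3 SD, set per campaign, cut at about 35% in these data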;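 also: 0% = DMSO wells and 100% = thioflavine S control wells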
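Compound dosing – single dose, 10.9 µM nominal final, DMSO 0.8% final · System – NS3 helicase fragment of HCV · Buffer or medium – MOPS pH 6.5, MgCl2, DTT, Tween20, BSA · Signal – Cy5 beacon fluorescence read at start and 1 h · Also added – annealed dual-labelled DNA beacon duplex, ATP-started · Schedule – 1 h at 25 °C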
VIM-2 inh = inhibitors of Pseudomonas aeruginosa VIM-2 metallo-beta-lactamase. purified VIM-2, nitrocefin hydrolysis, epi-absorbance fluorescence. inhibition, % at 5.6 µM. 0.89% of 290,000 active;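 active = inhibition above the mean of all tested compounds plus 3 SD, cutoff set per screening run, cut at about 7.5% in these data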;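 also: red hydrolysis product quenches plate fluorescence so inhibitors raise well fluorescence; 0% = enzyme with DMSO and 100% = DMSO without enzyme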
IMP-1 inh = blocks Pseudomonas aeruginosa IMP-1 metallo-beta-lactamase | purified IMP-1, nitrocefin hydrolysis, epi-absorbance fluorescence | inhibition, % at 5.6 µM | 0.45% of 290,000 active | AID 1556;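 active = inhibition above the mean plus 3 SD of all compounds in the same screening run, cut at about 4.5% in these data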;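 also: 0% = IMP-1 with DMSO and 100% = DMSO wells lacking enzyme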
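assay system = purified recombinant IMP-1 metallo-beta-lactamase enzyme | schedule = 15 min preincubation plus 25 min reaction at 25 °C | signal = Epi-absorbance fluorescence, 480 nm excitation, 530 nm emission | read-out basis = percent inhibition from optical density relative to buffer-blank wells | controls = IMP-1 with DMSO as 0%, enzyme-free DMSO as 100%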
p-CIP stab down = compounds decreasing mouse p/CIP protein stability; F442A p/CIP-EGFP cells, EGFP fluorescence, 16 h; decrease of EGFP signal, % at 10 µM; 0.01% of 290,000 active;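 active = EGFP signal decrease of at least 30% at 10 µM or well 3 SD below plate mean, unless failing retest; inactive = the rest, including hits failing retest or dose response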; also: some compounds called inactive have numbers as strong as hits; many of its hits are not listed in these tables
Target sequence (Q05BA5 1-1403): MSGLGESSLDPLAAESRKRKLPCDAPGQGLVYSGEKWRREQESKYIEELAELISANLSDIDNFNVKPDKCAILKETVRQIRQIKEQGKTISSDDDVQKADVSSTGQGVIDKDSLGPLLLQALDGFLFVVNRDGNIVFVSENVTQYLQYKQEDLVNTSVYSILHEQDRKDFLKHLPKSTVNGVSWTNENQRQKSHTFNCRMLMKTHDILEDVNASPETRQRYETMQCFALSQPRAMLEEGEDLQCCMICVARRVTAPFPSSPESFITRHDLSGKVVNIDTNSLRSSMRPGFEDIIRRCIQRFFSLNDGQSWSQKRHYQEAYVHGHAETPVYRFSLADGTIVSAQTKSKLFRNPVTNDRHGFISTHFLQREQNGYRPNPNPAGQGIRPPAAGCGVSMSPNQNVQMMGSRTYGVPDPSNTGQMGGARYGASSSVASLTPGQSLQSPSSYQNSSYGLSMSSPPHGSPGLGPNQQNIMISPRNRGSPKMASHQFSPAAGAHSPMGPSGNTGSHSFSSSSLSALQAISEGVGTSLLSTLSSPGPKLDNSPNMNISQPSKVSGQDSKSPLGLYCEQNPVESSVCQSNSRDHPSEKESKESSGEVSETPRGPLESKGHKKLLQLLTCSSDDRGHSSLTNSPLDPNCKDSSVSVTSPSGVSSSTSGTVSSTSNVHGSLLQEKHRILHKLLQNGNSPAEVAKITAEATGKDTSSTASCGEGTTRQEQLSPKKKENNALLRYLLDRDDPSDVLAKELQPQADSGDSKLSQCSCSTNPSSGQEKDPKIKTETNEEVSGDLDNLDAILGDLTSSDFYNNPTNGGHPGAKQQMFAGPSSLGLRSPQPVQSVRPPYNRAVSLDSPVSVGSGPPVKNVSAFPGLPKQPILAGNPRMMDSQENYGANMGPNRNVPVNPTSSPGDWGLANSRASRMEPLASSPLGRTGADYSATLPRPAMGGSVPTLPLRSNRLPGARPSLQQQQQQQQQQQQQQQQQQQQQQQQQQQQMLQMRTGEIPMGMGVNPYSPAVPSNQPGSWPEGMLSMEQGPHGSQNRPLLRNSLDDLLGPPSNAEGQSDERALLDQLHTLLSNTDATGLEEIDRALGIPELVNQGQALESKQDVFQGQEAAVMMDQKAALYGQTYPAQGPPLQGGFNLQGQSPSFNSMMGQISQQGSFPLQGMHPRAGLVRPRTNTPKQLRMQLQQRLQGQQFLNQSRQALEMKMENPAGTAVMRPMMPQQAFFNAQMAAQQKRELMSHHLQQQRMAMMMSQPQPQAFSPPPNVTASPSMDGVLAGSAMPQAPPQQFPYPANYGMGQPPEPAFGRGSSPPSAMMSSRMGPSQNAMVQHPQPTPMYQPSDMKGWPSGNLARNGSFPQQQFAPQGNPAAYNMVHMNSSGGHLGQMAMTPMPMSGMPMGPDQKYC
GalR3 antagonist = blocks the human galanin receptor 3. inhibition, % at 3 µM. AID 651719. HEK293 GalR3-CNG cAMP membrane potential fluorescence; galR3 body fused to GalR1 C-terminus. O60755. 0.44% of 360,000 active;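 active = inhibition above the screen-wide average plus 3 SD, cut at about 13% in these data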;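 also: forskolin and galanin both at EC90 stimulate the cells; cAMP rise reported by CNG channel membrane potential dye signal; 0% = forskolin plus galanin with DMSO and 100% = forskolin alone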
CRFBP-R2 block = antagonists of CRF-binding protein/CRF-R2 receptor complex | HEK293 CRF-R2/CRF-BP, CRF-induced calcium fluorescence | 0.59% of 350,000 active | inhibition, % at 11.8 µM | AID 588475;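 active = inhibition of the ligand-induced calcium signal above about 50% at the single tested concentration, limit read from the data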
IDE cell inh = inhibits human insulin-degrading enzyme in HEK cells | AID 434962 | FAbetaB cleavage, fluorescence polarization | inhibition, % at 5.59 µM | P14735 | 0.41% of 320,000 active;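 active = percent inhibition above the average of all tested compounds plus 3 SD, set per screening campaign, cut at about 16% in these data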;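 also: IDE supplied by intact live HEK cells; FP after avidin binding of uncleaved biotin substrate so inhibition keeps polarization high; 0% = DMSO wells and 100% = 60 µM reference IDE inhibitor Ii1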
* = called active by the depositor; x = not tested or not shown.

item	UBC9 SUMO inh	IDE cell activ	NS3 helicase inh	molecule	VIM-2 inh	IMP-1 inh	p-CIP stab down	GalR3 antagonist	CRFBP-R2 block	IDE cell inh
1	x	5	x	COc1ccc(CCNC(=O)COC(=O)c2ccc(S(=O)(=O)N3CCCC3)cc2)cc1OC	x	x	x	-3	5	4
2	x	2	x	Cc1onc(-c2c(F)cccc2Cl)c1C(=O)OCC(=O)NCc1ccccc1	x	x	x	-1	6	-5
3	-40	0	-6	O=C(c1ccc(Cl)c(Cl)c1)N(Cc1ccco1)c1ccc(O)cc1	-1.2	-0.1	2	-4	-16	3
4	19	-6	38*	N#CC1=C(SCC(=O)c2ccccc2)NC2=C(C(=O)CCC2)C1c1ccco1 (stereo not given)	-0.6	0.8	-16	-1	3	7
5	9	0	2	Cc1[nH]c(=O)c(C#N)c2c1CCCC2	-0.9	-0.4	-6	2	-8	3
6	3	0	5	Cc1cc(C(=O)NCc2ccco2)c2cc(F)ccc2n1	-3.0	-2.2	-3	-5	13	2
7	22	4	-3	CCOC(=O)c1c(-c2cccs2)csc1NC(=O)COC(=O)c1c(C)noc1C	-1.1	-1.6	-8	-3	32	9
8	x	2	x	COc1ccc([C@H]2CC(=O)C=C(c3ccc(F)nc3)C2)cc1OC	x	x	x	2	0	3
9	-13	-4	-13	Cc1c(C(=O)NCCC2=CCCCC2)sc2ncnc(N3CCCCC3C)c12 (stereo not given)	-6.3	-1.6	1	2	21	2
10	100*	-4	41*	N#Cc1c(NC(=O)c2ccccc2Cl)n(Cc2ccccc2)c2nc3ccccc3nc12	-0.3	-2.3	-6	-2	3	-3
11	8	-2	-8	CCCn1c(SCC(=O)Nc2cccc(C(=O)OC)c2)nnc1-c1cccnc1	-2.0	-2.3	4	-3	-4	3
12	14	-1	6	O=C(Cc1ccc(-n2cccc2)cc1)N1CCN(c2ccccc2F)CC1	-1.3	-1.2	-14	-2	53*	12
13	13	-5	-5	CC(C)CC(=O)NNC(=S)NCc1ccco1	-3.0	-2.6	6	4	8	8
14	22	5	4	CN(C)CCN(C(=O)CCS(=O)(=O)c1ccccc1)c1nc2c(F)cccc2s1	-2.7	-2.1	2	-7	-9	-1
15	-5	4	1	CC1CCC2C(C1)c1sc(=O)[nH]c1SC2(C)C (stereo not given)	-1.6	-0.5	-1	-3	-12	-1
16	10	-5	-4	O=C(CSc1nnc(NC(=O)c2c(F)cccc2F)s1)NC1CCCCC1	4.5	-2.4	-5	-10	-3	-1
17	2	4	-7	Fc1c(CSC(=S)N2CCOCC2)cccc1CSC(=S)N1CCOCC1	-0.9	-1.6	-11	5	-24	-3
18	x	5	x	CCOc1cc(C(=O)N(C)CC(=O)Nc2cccc(F)c2)ccc1OCC(=O)N1CCOCC1	x	x	x	-2	5	-5
19	x	-3	x	Cc1cc(S(=O)(=O)N2CCN(CC(=O)NCCc3cccs3)CC2)ccc1Br	x	x	x	-9	6	4
20	-7	9	-4	CCN(CC)CCNC(=O)C(=O)Nc1ccc(C(=O)OC)cc1	-2.7	-4.5	12	4	-5	3
21	-3	2	3	C#CCOCCOCCOCCNc1nc(N2CCN(C(=O)[C@H](CCC(=O)O)n3cc(C(N)CC(C)C)nn3)CC2)nc(N2CCN(C(=O)[C@H](CCC(=O)O)n3cc(C(N)CC(C)C)nn3)CC2)n1 (stereo not given in full)	-2.2	-1.1	-12	x	13	-9
22	3	-2	0	CC(C)NC(=O)CS(=O)(=O)c1ccccc1	-1.5	-0.7	-4	-5	6	4
23	11	3	15	COc1ccc(-c2sc(Nc3ccccc3)n[n+]2C)c(C)c1C	-1.6	-0.9	1	-3	7	-3
24	1	5	9	Cc1cc(Nc2ccc(C(=O)O)cc2)n2nc(C)nc2n1	-5.5	-4.3	-2	0	2	-1
25	-8	7	-2	COc1cc(Cl)c(S(=O)(=O)N2CC(C)OC(C)C2)cc1Cl (stereo not given)	-2.1	-2.8	4	-5	-20	1
26	-7	1	7	COCC(C)n1c(SCC(=O)NNC(=O)c2ccc(F)cc2)nc2ccccc2c1=O (stereo not given)	-2.1	-3.1	12	-1	-18	0
27	6	1	-11	CCOC(=O)C1CCCN(C(=O)c2cc(Nc3ccc(OC)cc3)nc3ccccc23)C1 (stereo not given)	-1.7	-3.2	-22	-3	-29	-2
28	-101	5	2	O=C(Nc1cc(F)cc(F)c1)c1sc(Cl)nc1-c1ccccc1	-2.1	-3.4	4	1	17	-2
29	2	1	9	COc1ccc2oc(=O)c(C(=O)Nc3ccccc3C)cc2c1	-3.3	-2.6	3	-11	-13	1
30	26	5	9	O=C(Nc1ccccc1C(=O)Nc1ccccn1)c1ccc([N+](=O)[O-])cc1	-0.3	-0.6	-12	0	10	-1

Nos. 15 to 27 of the list above:
item	UBC9 SUMO inh	IDE cell activ	NS3 helicase inh	molecule	VIM-2 inh	IMP-1 inh	p-CIP stab down	GalR3 antagonist	CRFBP-R2 block	IDE cell inh
15	-5	4	1	CC1CCC2C(C1)c1sc(=O)[nH]c1SC2(C)C (stereo not given)	-1.6	-0.5	-1	-3	-12	-1
16	10	-5	-4	O=C(CSc1nnc(NC(=O)c2c(F)cccc2F)s1)NC1CCCCC1	4.5	-2.4	-5	-10	-3	-1
17	2	4	-7	Fc1c(CSC(=S)N2CCOCC2)cccc1CSC(=S)N1CCOCC1	-0.9	-1.6	-11	5	-24	-3
18	x	5	x	CCOc1cc(C(=O)N(C)CC(=O)Nc2cccc(F)c2)ccc1OCC(=O)N1CCOCC1	x	x	x	-2	5	-5
19	x	-3	x	Cc1cc(S(=O)(=O)N2CCN(CC(=O)NCCc3cccs3)CC2)ccc1Br	x	x	x	-9	6	4
20	-7	9	-4	CCN(CC)CCNC(=O)C(=O)Nc1ccc(C(=O)OC)cc1	-2.7	-4.5	12	4	-5	3
21	-3	2	3	C#CCOCCOCCOCCNc1nc(N2CCN(C(=O)[C@H](CCC(=O)O)n3cc(C(N)CC(C)C)nn3)CC2)nc(N2CCN(C(=O)[C@H](CCC(=O)O)n3cc(C(N)CC(C)C)nn3)CC2)n1 (stereo not given in full)	-2.2	-1.1	-12	x	13	-9
22	3	-2	0	CC(C)NC(=O)CS(=O)(=O)c1ccccc1	-1.5	-0.7	-4	-5	6	4
23	11	3	15	COc1ccc(-c2sc(Nc3ccccc3)n[n+]2C)c(C)c1C	-1.6	-0.9	1	-3	7	-3
24	1	5	9	Cc1cc(Nc2ccc(C(=O)O)cc2)n2nc(C)nc2n1	-5.5	-4.3	-2	0	2	-1
25	-8	7	-2	COc1cc(Cl)c(S(=O)(=O)N2CC(C)OC(C)C2)cc1Cl (stereo not given)	-2.1	-2.8	4	-5	-20	1
26	-7	1	7	COCC(C)n1c(SCC(=O)NNC(=O)c2ccc(F)cc2)nc2ccccc2c1=O (stereo not given)	-2.1	-3.1	12	-1	-18	0
27	6	1	-11	CCOC(=O)C1CCCN(C(=O)c2cc(Nc3ccc(OC)cc3)nc3ccccc23)C1 (stereo not given)	-1.7	-3.2	-22	-3	-29	-2

(cont.)
item	UBC9 SUMO inh	IDE cell activ	NS3 helicase inh	molecule	VIM-2 inh	IMP-1 inh	p-CIP stab down	GalR3 antagonist	CRFBP-R2 block	IDE cell inh
31	-7	0	-52	Cc1cccc(CN2CCC(CNC(=O)Nc3ccc(F)c(Cl)c3)CC2)c1	-2.5	-2.2	-21	-10	-12	9
32	2	3	-8	COc1ccc(OCCCC(=O)Nc2ccc(N3CCCCC3)cc2)cc1	-2.0	-0.9	0	5	15	5
33	-2	2	5	O=C(COC(=O)/C=C/c1ccccc1Cl)NC1CCCCCC1	-1.4	-2.4	13	-3	14	6
34	10	2	4	CCCc1nnc(SCC(=O)NC2CCCCC2)n1CCOC	-1.8	-0.8	-6	-8	11	4
35	17	-4	4	O=C(N/N=C/c1cn(-c2ccccc2)nc1-c1ccc(F)cc1)c1ccc(Br)o1	-1.2	-1.9	-8	1	4	5
36	-5	x	5	NC(=O)c1ccc(N=Nc2c(-c3ccccc3)[nH]n(-c3ccccc3)c2=O)cc1	-4.8	-3.4	3	-5	x	8
37	x	1	x	C=CCNCc1ccc(C(=O)NCCCCCCC)cc1[N+](=O)[O-]	x	x	x	-4	-12	3
38	9	-3	-1	CSc1nnc(C)c(/C=C/Nc2ccc(Cl)cc2)n1	1.1	-0.3	-8	-1	-60	3
39	x	0	x	O=C(Cn1ccccc1=O)Nc1ccc(Cl)c(S(=O)(=O)N2CCCCC2)c1	x	x	x	1	34	-4
40	21	4	0	COc1ccc(C(CC(=O)O)NC(=O)COc2ccccc2)cc1OC (stereo not given)	-3.6	-4.9	-8	2	0	-5
41	4	5	9	O=C(CNS(=O)(=O)c1ccc(F)cc1)N1CCCCCC1	-4.5	-3.8	-3	-3	15	-5
42	8	2	1	COc1ccc(-n2c(=O)cc(N3CCCCCC3)[nH]c2=O)cc1	-3.1	0.8	-7	-7	-1	2
43	-10	10	-18	CNC(=S)N1N=C(c2ccc(OC)cc2)CC1c1ccc(Cl)cc1Cl (stereo not given)	-2.4	-0.8	-10	-5	2	1
44	10	0	-4	COc1ccccc1C(=O)NC(=O)Nc1cccc(Cl)c1	-1.8	-3.2	-11	-10	-3	1
45	x	4	x	COc1ccc(-c2cn(CCC(=O)O)c(-c3ccncc3)n2)cc1	x	x	x	0	-3	3
46	x	2	x	O=C1CC2(CCN(C(=O)c3ccc(Cl)cc3)CC2)Oc2ccccc21	x	x	x	-5	-6	-2
47	-4	5	-17	Cc1ccc(NC2=NCC(=O)N2C2CCCC2)cc1C	-3.5	-3.6	5	-7	-4	0
48	1	-1	0	COc1cc(CC(=O)OCC(=O)NCC(C)C)cc(OC)c1OC	-2.6	-3.2	14	-6	27	4
49	x	2	x	CN(C)S(=O)(=O)c1ccc(F)c(C(=O)Nc2ccccc2C(=O)NC2CC2)c1	x	x	x	0	-30	-2
50	-9	3	7	CCCCC1(CC)C(=O)NC(=O)NC1=Nc1ccc(OC)cc1 (stereo not given)	-2.7	-0.2	-3	-3	1	3
51	23	2	2	CC(C)c1nc2scc(-c3ccc(Cl)cc3)c2c(=O)n1N	-2.5	-2.6	-4	-3	3	-1
52	12	-1	-11	COC(=O)Cn1cnc2c(nnn2-c2ccc(OC)cc2)c1=O	-2.4	-2.7	-19	-6	16	2
53	3	0	-8	CSc1nc(N)n(-c2cc(C(F)(F)F)ccn2)n1	-1.3	-2.0	-12	-5	0	3
54	9	2	4	Cc1cc(C)cc(-n2nnc(C(=O)NCc3ccco3)c2N)c1	1.0	-3.4	-3	-1	2	0
55	-3	2	-9	O=S(=O)(Nc1cccnc1)c1cc(Cl)ccc1Cl	0.5	-0.1	0	-6	-6	-1
56	1	3	0	Cc1nn(C)cc1S(=O)(=O)N1CCCCC1C (stereo not given)	-3.8	-3.1	24	0	3	1
57	2	-4	-14	O=S(=O)(c1ccc(F)cc1)c1snnc1-c1ccccc1	-1.7	-3.7	1	0	-2	5
58	-10	-1	25	Cc1ccc(C(=O)Sc2cccccc2=O)cc1	-0.8	-0.6	7	-10	-21	10
59	28	1	4	c1ccc(SCc2cn3cccnc3n2)nc1	-1.3	-3.4	-18	-6	10	5
60	-2	-1	12	O=[N+]([O-])c1ccc(S(=O)(=O)Nc2ncccn2)cc1	2.3	0.4	7	-5	3	1

Assay outcomes from PubChem.
